ADAM10 inh – inhibits human ADAM10. inhibition, % at 7 µM. O14672. 370,000 compounds, 0.62% hits. recombinant ADAM10, EDANS/DABCYL FRET peptide cleavage, 3 h;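 active = inhibition above a per-campaign cutoff equal to the mean of compounds falling between control-based bounds plus 3 SD, cut at about 20% in these data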;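 note: 0% = DMSO wells while the 100% control is not disclosed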
GAA850 FXN act – activators of GAA850 frataxin (FXN) promoter. HEK293 lucGAA850 FXN promoter luciferase reporter, 24 h; percent of 10 µM SAHA response. 360,000 compounds, 0.56% hits. AID 540364. activation, % at 6 µM;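 active = activation above the average of all compounds screened plus 3 SD, cutoff fixed separately per campaign, cut at about 7.5% in these data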;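 note: 0% = DMSO wells and 100% = 10 µM SAHA wells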
hgDAF-12 ag – activates the H. glycines DAF-12 receptor ligand-binding domain. 370,000 compounds, 1.8% hits. activation, % at 6.8 µM. AID 687014. HEK293 GAL4-hgDAF12 UAS-luciferase reporter, agonist luminescence; normalized to butyrate control;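 active = activation above a cutoff set at the mean of all screened compounds plus 3 SD, cut at about 10% in these data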;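 note: 0% = DMSO wells and 100% = sodium butyrate wells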
DAX1 inh-1 – inhibits human nuclear receptor DAX1; P51843; HEK293 Gal4-DAX1 luciferase reporter, luminescence; 340,000 compounds, 0.99% hits; AID 504766; inhibition, % at 6.75 µM;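 active = inhibition above the mean over all tested compounds plus 3 SD, cut at about 4.2% in these data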;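 note: 0% = DAX1-transfected cells with DMSO and 100% = empty-vector control cells with DMSO; inhibition shows as a rise in luminescence from relieved DAX1 repression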
hcDAF12 agonist – H. contortus DAF-12 activation, primary screen | HEK293 hcDAF-12 lit1-tk-luc reporter, luminescence; 0% DMSO, 100% Δ7-dafachronic acid | activation, % at 6.8 µM | 370,000 compounds, 1.4% hits | AID 652067;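 active = activation above the mean of all tested compounds plus 3 SD, cut at about 5.5% in these data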;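 note: 100% = response to 3 µM Δ7-dafachronic acid high control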
ssDAF12 agonist – activators of S. stercoralis DAF-12 nuclear receptor. HEK293 ssDAF-12/GRIP1 lit1-tk-luc reporter, luminescence; % of 3 µM dafachronic acid response. activation, % at 6.8 µM. 370,000 compounds, 1% hits. AID 652126;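 active = activation above the mean over all tested compounds plus 3 SD, cut at about 0.9% in these data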;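 note: 0% = DMSO-only wells and 100% = 3 µM delta7-dafachronic acid wells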
SMARCA2 act – activators of SMARCA2 function. MG213 cells, MMTV-luciferase reporter, dexamethasone, overnight. activation, % at 9.1 µM. 370,000 compounds, 1% hits. AID 652017; in the data active = activation above about 7.8%;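 note: 0% = vehicle wells and 100% = reference activator wells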
PG9 Ab binder – PG9 antibody binding by small molecule; 360,000 compounds, 0.43% hits; AID 624416; inhibition, % at 6.7 µM; TR-FRET gp120-PG9 antibody binding; in the data active = inhibition above about 8.5%
ADAM17 inh – ADAM17 inhibition, QFRET primary screen | P78536 | inhibition, % at 6.95 µM | 370,000 compounds, 0.83% hits | recombinant ADAM17, EDANS/DABCYL FRET peptide cleavage;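 active = inhibition above the mean of compounds lying between control limits plus 3 SD, set per campaign, cut at about 8.5% in these data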;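 note: 0% = DMSO-only wells as the low control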
GC-A act – GC-A (human) enzyme activation. HEK293 GC-A cells, cGMP TR-FRET, EC30 ANP; 0% at EC30 ANP, 100% saturating ANP. AID 1671463. P16066. activation, % at 10 µM. 370,000 compounds, 0.14% hits; in the data active = activation above about 40%
Target sequence (P16066 whole entry, looked up): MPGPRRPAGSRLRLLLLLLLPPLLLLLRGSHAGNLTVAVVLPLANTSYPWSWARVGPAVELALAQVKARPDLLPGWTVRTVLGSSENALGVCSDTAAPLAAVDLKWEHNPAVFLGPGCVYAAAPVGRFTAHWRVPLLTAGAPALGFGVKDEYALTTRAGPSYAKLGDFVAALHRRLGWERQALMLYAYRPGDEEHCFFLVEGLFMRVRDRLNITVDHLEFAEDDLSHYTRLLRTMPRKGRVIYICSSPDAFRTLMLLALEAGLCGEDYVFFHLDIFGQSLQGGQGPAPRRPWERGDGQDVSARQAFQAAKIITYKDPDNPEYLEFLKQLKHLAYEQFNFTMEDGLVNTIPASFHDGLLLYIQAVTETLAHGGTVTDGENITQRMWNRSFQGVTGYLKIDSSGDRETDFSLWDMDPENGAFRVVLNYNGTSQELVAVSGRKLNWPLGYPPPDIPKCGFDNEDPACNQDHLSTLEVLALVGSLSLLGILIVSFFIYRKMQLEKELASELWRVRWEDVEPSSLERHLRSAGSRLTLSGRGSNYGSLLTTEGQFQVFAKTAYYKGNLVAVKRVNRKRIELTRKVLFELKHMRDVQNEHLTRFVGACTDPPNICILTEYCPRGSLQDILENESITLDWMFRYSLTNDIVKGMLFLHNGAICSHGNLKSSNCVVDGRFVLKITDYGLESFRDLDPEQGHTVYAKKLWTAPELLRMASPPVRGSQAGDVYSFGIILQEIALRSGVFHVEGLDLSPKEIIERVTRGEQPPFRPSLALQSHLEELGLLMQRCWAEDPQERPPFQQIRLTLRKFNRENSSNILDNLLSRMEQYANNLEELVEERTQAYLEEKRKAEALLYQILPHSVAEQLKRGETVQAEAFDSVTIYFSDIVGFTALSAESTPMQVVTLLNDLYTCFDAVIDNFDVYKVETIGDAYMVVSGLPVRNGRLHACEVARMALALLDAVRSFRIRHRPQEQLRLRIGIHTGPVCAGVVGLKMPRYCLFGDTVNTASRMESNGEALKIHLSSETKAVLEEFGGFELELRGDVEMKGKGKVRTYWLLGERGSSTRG
DAX1 inh-2 – inhibitors of DAX1 repression of SF-1 activated StAR promoter; HEK293T StAR-luciferase reporter, SF-1/DAX-1 repression relief; 370,000 compounds, 1.1% hits; AID 652010; inhibition, % at 6.8 µM;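 active = inhibition above the mean over all tested compounds plus 3 SD, cut at about 3.6% in these data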;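 note: 0% = DAX-1 cells with DMSO and 100% = cells lacking DAX-1 with DMSO; higher inhibition means more luminescence from relief of DAX-1 repression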
Starred values were filed as active, the others as inactive; i = inactive; . = no result given.

Results follow in this order: ADAM10 inh	GAA850 FXN act	hgDAF-12 ag	DAX1 inh-1	hcDAF12 agonist	ssDAF12 agonist	SMARCA2 act	PG9 Ab binder	ADAM17 inh	GC-A act	DAX1 inh-2
1: COc1ccc(OCc2cc(C(=O)N(C)Cc3cnccn3)no2)c(Cl)c1
    7.6	2.2	8.3	0.8	2.1	-0.5	1.4	-1.3	4.2	1.1	0.5
2: Cc1nc2[nH]c(=O)c3c(n2n1)NC1=C(C(=O)CC(C)(C)C1)C3c1ccc(F)cc1 (stereo not given)
    -152.8	-0.5	1.1	0.7	1.6	-1.0	-4.1	-1.7	-38.5	-0.3	-0.1
3: CC(Sc1nnc(C(F)(F)F)n1C)C(=O)Nc1ccc(N2CCOCC2)cc1 (stereo not given)
    -0.5	-0.6	-0.7	-0.8	0.9	-0.8	-0.5	-1.5	-3.7	1.1	0.8
4: O=C(NC1CCCC1)C1CSCCS(=O)(=O)N1Cc1ccc(F)cc1 (stereo not given)
    -5.6	.	1.1	.	-0.1	-0.8	-1.4	.	-3.2	1.7	-0.1
5: C=CCn1c(NC(=O)c2ccccc2)nc2ccccc21
    -3.4	1.2	5.4	-0.9	3.9	-0.8	1.3	-0.2	2.7	3.5	-0.5
6: C=CCn1c(NCCc2ccccc2)nc2c1c(=O)n(C)c(=O)n2C
    2.1	0.9	-4.5	-3.1	-1.9	-1.4	-1.0	2.4	-1.9	7.4	-1.7
7: COc1ccc2c(c1)C=C(CN1CCN(Cc3ccccc3C)C(CCO)C1)CO2 (stereo not given)
    -0.4	-0.5	1.3	1.4	-2.5	-1.1	-1.7	0.1	0.3	4.2	0.1
8: NCC(=O)CCC(=O)O
    -3.6	-1.3	-0.1	0.5	-1.1	-0.7	-4.3	-1.2	-3.7	8.0	-0.4
9: ClC(Cl)c1nnc(-c2ccccc2)c(-c2c[nH]c3ccccc23)n1
    -2.5	1.9	1.5	-1.1	3.8	-0.8	-1.1	0.0	1.7	-2.0	-0.4
10: c1ccc(CC2CCN(Cc3nc(-c4ccccc4)no3)CC2)cc1
    -3.1	2.2	-1.7	-0.2	0.1	-1.8	-0.2	-2.0	-0.8	4.3	-0.1
11: CCC(=O)N1CCC(C)(C(=O)Nc2nccc3ccccc23)C1 (stereo not given)
    -33.9	1.2	-1.2	.	0.5	-0.7	-4.2	-0.3	-12.3	1.2	-0.4
12: COc1cc(/C=N/NC(=O)c2ccccc2Cl)ccc1Oc1ccc([N+](=O)[O-])cn1
    6.5	-0.3	-1.9	3.0	-2.0	-1.5	-1.6	-1.3	-1.5	1.1	-0.4
13: CN(C)CCNC(=O)c1coc(=O)c(Br)c1
    i	3.2	0.7	1.6	0.5	-0.2	0.0	-0.2	-206.9	-0.4	-0.5
14: Cc1cccc(C2=NN(c3ccccc3)[C@@H](C(=O)N3CCOC3=O)[C@@H]2c2ccc(F)cc2)c1
    -282.3	-0.7	3.8	0.2	2.0	0.1	2.4	0.8	-77.4	-6.1	0.3
15: C=C1SC(=Nc2c(C)cc(C)cc2C)N(C(=O)c2sc3ccccc3c2Cl)C12CCCCC2
    2.7	-0.7	-0.8	-1.5	1.1	-0.9	0.5	-1.2	-1.6	-3.7	-0.4
16: CCC(=O)Nc1nonc1-c1nc2ccccc2n1CC(C)C
    0.2	-0.1	-1.5	-1.4	1.6	-1.2	0.4	2.3	-1.9	1.9	-0.6
17: Cc1ccc(CN2C(=O)CSC(C)C2=O)cc1 (stereo not given)
    3.2	-0.7	-0.6	0.9	-0.1	-1.1	-1.2	-0.7	-0.7	0.6	-0.4
18: Cc1ccc(Cl)cc1N1CCN(C(=O)CSc2nnc3n2C(C)(C)Cc2ccccc2-3)CC1
    0.2	-7.9	-8.4	-3.5	-4.9	-2.7	-5.7	-0.8	1.9	-4.8	-3.3
19: COc1ccc(CNC(=O)C23CC4CC(CC(Br)(C4)C2)C3)cc1
    -4.1	-0.1	-2.0	1.8	-0.3	-0.9	0.9	0.8	-5.3	3.0	0.0
20: N#Cc1c(C(F)(F)F)cc(-c2ccccc2Cl)[nH]c1=O
    i	0.0	-0.3	-0.8	-0.6	-0.4	-2.5	2.7	i	-0.5	-1.0

Another view of part of the listing above.
11) CCC(=O)N1CCC(C)(C(=O)Nc2nccc3ccccc23)C1 (stereo not given)
12) COc1cc(/C=N/NC(=O)c2ccccc2Cl)ccc1Oc1ccc([N+](=O)[O-])cn1

assay / entry,11,12
ADAM10 inh,-33.9,6.5
GAA850 FXN act,1.2,-0.3
hgDAF-12 ag,-1.2,-1.9
DAX1 inh-1,.,3.0
hcDAF12 agonist,0.5,-2.0
ssDAF12 agonist,-0.7,-1.5
SMARCA2 act,-4.2,-1.6
PG9 Ab binder,-0.3,-1.3
ADAM17 inh,-12.3,-1.5
GC-A act,1.2,1.1
DAX1 inh-2,-0.4,-0.4

(cont.)
Results follow in this order: ADAM10 inh	GAA850 FXN act	hgDAF-12 ag	DAX1 inh-1	hcDAF12 agonist	ssDAF12 agonist	SMARCA2 act	PG9 Ab binder	ADAM17 inh	GC-A act	DAX1 inh-2
21: Cc1cc(NS(=O)(=O)c2ccc(NC(=O)CCSc3ccc(F)cc3)cc2)nc(C)n1
    -1.8	-0.5	4.6	0.5	-0.6	-0.9	-1.3	0.7	-6.7	-0.1	0.5
22: Cc1ccc(NC(=O)c2ccn(C(=O)Nc3ccccc3)n2)c(C)c1
    4.0	2.3	5.8	0.0	-0.1	0.0	1.1	-3.1	0.7	4.7	1.1
23: O=C1CC(c2ccccc2Cl)=NN(c2ncnc3ccccc23)C1=O
    -0.9	0.1	0.5	-0.2	0.1	-1.3	-2.5	1.6	-1.3	7.8	1.2
24: Cn1nnnc1SCC(=O)Nc1cccc(S(=O)(=O)N2CCCCC2)c1
    6.9	0.7	-2.8	0.7	-2.7	-1.3	-5.6	-1.2	6.0	6.0	-2.2
25: COc1cc(OC)cc(C(=O)N[C@H](C(=O)OCC(=O)Nc2cccnc2Cl)C(C)C)c1
    -12.2	2.2	-0.7	0.5	0.1	-0.3	-1.8	-2.5	-0.8	-5.7	1.0
26: Cc1ccc(CS(=O)Cc2ccc(C(=O)NC3CCC(C)CC3)o2)cc1 (stereo not given)
    -3.3	1.1	-0.4	0.4	-1.4	-1.1	-0.4	-2.0	-0.5	-1.0	-1.1
27: O=c1[nH]c(-c2ccccc2)c(-c2ccccc2)o1
    -1.9	-0.9	2.2	1.5	0.3	-1.3	-1.3	-0.4	-4.5	-22.8	0.1
28: CC1Cc2ccccc2N1CC(=O)Nc1ccc(S(N)(=O)=O)cc1 (stereo not given)
    7.6	-0.2	0.9	0.2	0.5	-1.1	-1.2	0.1	2.5	1.6	-0.4
29: CCOc1ccc2nc(SCC(=O)N3c4ccccc4Sc4ccccc43)c(C#N)cc2c1
    -7.5	2.2	-2.3	-0.7	-1.4	0.1	-2.3	-2.6	-2.9	-4.8	-0.5
30: O=C(O)CC1C(=O)OCN1C(=O)OCc1ccccc1 (stereo not given)
    2.6	2.3	-1.3	0.8	-2.9	-1.3	-1.9	0.1	-4.6	-1.2	0.4
31: Cc1n[nH]c(C)c1S(=O)(=O)N1CCCC(C(=O)O)C1 (stereo not given)
    -11.8	2.6	1.6	1.0	0.2	-1.2	-2.1	1.0	-4.1	3.5	-0.5
32: Cc1ccc(S(=O)(=O)Nc2ccc3c(c2)C(=O)N([C@H](C)CO)C[C@@H](C)[C@@H](CN(C)C(=O)Nc2cccc4ccccc24)O3)cc1
    -143.8	-1.7	-1.6	1.6	-1.1	-0.4	-2.7	0.4	-39.7	3.5	-0.8
33: CCN(C(=O)CSc1ccc2c(c1)OCCO2)C1CCS(=O)(=O)C1 (stereo not given)
    11.7	-0.3	-3.5	0.9	-0.8	-0.7	4.0	-0.2	-0.7	3.0	0.1
34: CC(C)(C)OC(=O)N[C@H](Cc1ccccc1)C(=O)N1CCC(C(=O)O)CC1
    7.6	-0.6	-0.6	0.6	-0.6	-1.2	0.8	0.8	-5.2	-0.8	-0.4
35: Cc1ccc(OCCOc2ccc(Br)cc2/C=N\NC(N)=O)cc1
    -2.8	2.5	0.7	0.4	-1.9	-0.9	-0.5	-1.1	-0.5	-6.3	-0.3
36: O=C(CCN1CCOCC1)NNC(=O)c1ccc([N+](=O)[O-])cc1[N+](=O)[O-]
    -12.7	1.5	0.7	0.2	-1.3	-1.1	-2.1	1.6	0.2	-2.6	-0.4
37: O=C(CSc1nnc(Cn2cnc3ccccc32)o1)Nc1cccc2ccccc12
    2.1	-4.0	-0.9	-0.7	-0.2	-0.5	-2.0	0.3	0.5	-3.4	-0.2
38: CCCn1cc(SCC(=O)NCc2ccco2)c2ccccc21
    9.6	-0.6	4.1	1.5	-1.1	-0.8	1.4	-0.4	-1.4	-2.7	-0.1
39: COc1ccccc1N(C)S(=O)(=O)c1ccc(C(=O)OCC(=O)NCc2cccs2)cc1
    17.1	0.4	4.3	3.8	-0.2	0.2	2.4	-0.4	4.9	5.6	0.1
40: Cc1cccc(CNc2ccc(C(CC(N)=O)NC(=O)c3ccccc3)cc2[N+](=O)[O-])c1 (stereo not given)
    -0.2	-1.3	0.4	-0.6	-2.0	-1.1	0.2	-0.4	-2.6	1.7	-0.6
41: C/C(=N/NS(=O)(=O)c1ccc(Br)cc1)c1c[nH]c2ccccc12
    2.4	1.2	1.0	1.4	-0.3	-0.5	-1.9	-1.1	-1.8	1.5	0.7
42: CC1(C)Cc2cccc(OCC(O)CN3CCN(c4ccccn4)CC3)c2O1 (stereo not given)
    9.7	-0.9	1.5	1.9	-0.3	-0.1	-0.8	0.9	-1.3	1.1	-0.3
43: COc1ccc(Oc2cccc(Cl)c2CNC(=O)CCCC(=O)O)cc1
    -4.2	0.0	0.4	.	1.6	-1.3	2.1	0.2	-3.5	-1.2	0.0
44: O=C(Cn1c(=O)oc2ccccc21)c1ccccc1
    -3.6	-1.1	0.5	-0.4	-0.5	-1.1	-0.4	0.3	-2.5	5.6	0.9
45: CCOc1cc(/C=C2\C(=N)N3N=C(CC)SC3=NC2=O)ccc1OCCOc1ccc(NC(C)=O)cc1
    -40.9	-0.7	4.1	0.0	0.9	-0.5	-2.6	0.6	-15.2	-5.8	-0.1
46: CCCn1c(N)c(C(=O)CSc2nnc(C3CC3)n2C2CC2)c(=O)[nH]c1=O
    -5.4	0.7	-0.5	2.5	-0.5	-0.6	-2.9	-1.8	-1.2	1.9	-0.4
